# Screening results (PubChem)
# Luciferase inh = blocks Photinus pyralis firefly luciferase activity | P08659 | purified firefly luciferase, luminescence, 8 min | Potency, µM (doses to about 57.1 µM), without a hit: top-dose activity change, negative = inhibition, actives largely listed as inhibitors | 72,000 compounds, 2.2% hits | AID 411; also: potency is read from the fitted curve at half-maximal effect; % is scaled to controls: 0 for no effect and ±100 for the full control effect; nearly all actives have a fitted effect of over 40% in size
#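 Titration-based qHTS; buffer 50 mM imidazole pH 7.2, 50 mM KCl, 7 mM MgCl2, 10 uM ATP, 0.01% Tween 20, 0.05% BSA; luciferase/luciferin detector mix added after compound; 8 min, ambient; luminescence.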
# HADH2 inhib = HADH2 (human) dehydrogenase inhibition. Q99714. recombinant HADH2, NADH fluorescence, beta-hydroxybutyryl-CoA. Potency, µM (doses to about 57.1 µM), for the others: at the highest dose activity change, negative = inhibition, hits mostly inhibitors. 73,000 compounds, 3.4% hits. AID 886; also: potency is read from the fitted curve at half-maximal effect; % is scaled to controls: 0 for no effect and ±100 for the full control effect; nearly all actives have a fitted effect of over 60% in size; many of its hits are not listed in these tables
# Target sequence (Q99714 whole entry, looked up, one chain of several): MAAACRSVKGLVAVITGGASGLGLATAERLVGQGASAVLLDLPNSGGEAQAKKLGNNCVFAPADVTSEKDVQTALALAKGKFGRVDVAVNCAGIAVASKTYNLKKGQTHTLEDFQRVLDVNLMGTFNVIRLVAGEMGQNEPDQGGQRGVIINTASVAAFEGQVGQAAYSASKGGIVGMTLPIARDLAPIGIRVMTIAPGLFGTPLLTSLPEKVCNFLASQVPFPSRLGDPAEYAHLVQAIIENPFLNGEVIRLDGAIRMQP
#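 Read-out: 360 nm excitation, 450 nm emission, kinetic over 4 min. Conditions: His-tagged human HADH2 20 nM, pH 9.0 Tris with Tween-20, 1 mM NAD+, 90 uM beta-hydroxybutyryl-CoA.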
# HBB splice mod = modulators of hemoglobin beta chain splicing; HBB splicing reporter cell assay, activation; EGFP reporter with mutant IVS2-654 intron; response scale: normalised to 500 nM splice-correcting PNA; Potency, µM (titrated, usually from 46.1 µM), for inactives: at the top dose activation, hits mostly activators; 65,000 compounds, 0.06% hits; AID 925; also: potency is read from the fitted curve at half-maximal effect; 0% is about no effect
#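 Compounds were applied for 2 days to HeLa EGFP-654 cells, 500/well in Optimem with 2% FCS. The reporter's EGFP is disrupted by mis-splicing of beta-globin intron IVS2-654. Readout: summed well GFP fluorescence from 488 nm laser scanning; reference was 500 nM antisense […] 654 PNA.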
# Rhodamine autofl = compound autofluorescence in rhodamine spectral region. max dye-equivalent concentration, M. 59,000 compounds, 0.05% hits. Rhodamine-region fluorescence, 547/598 nm, Tris buffer; active compounds read high; in the data active = max dye-equivalent concentration above about 11 nM; inconclusive = between about 1.1 nM and that limit
#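 Compounds in 100 mM Tris buffer, pH 8.0, were incubated 15 min at room temperature, then read at 547 nm excitation and 598 nm emission. Fluorescence was normalized against a per-plate six-point rhodamine standard curve as dye-equivalent concentration.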
# Hsp90 Hop PPI = changes Hsp90-Hop TPR2A binding signal, up or down | 71,000 compounds, 0.44% hits | Potency, µM (doses to about 57 µM), for the others: at the top dose activity change, negative = inhibition | AID 595 | AlphaScreen TPR2A-His6 binding biotin-Hsp90 C-terminal peptide; active = well fitted curve in either direction with a large enough effect; inconclusive = small, poorly fitted or top-dose-only effect, or another doubt; also: potency is read from the fitted curve at half-maximal effect; % is scaled to controls: 0 for no effect and ±100 for the full control effect; many of its hits are not listed in these tables
# Tau filament bind = tau filament binding. recombinant tau filaments, thioflavin S fluorescence, 15 h; filaments grown with octadecylsulfate alongside compound. Potency, µM (highest dose often 57.1 µM), for the others: at the top dose activity change, negative = inhibition. 71,000 compounds, 2% hits. P10636;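 also: potency is read from the fitted curve at half-maximal effect; % is scaled to controls: 0 for no effect and ±100 for the full control effect; actives lower thioflavin S fluorescence by blocking filaments or displacing dye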
#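 Tau 2 uM in ThS buffer dispensed; compound added; 60 uM ODS added (finals 1 uM tau, 30 uM ODS); 15 h 37 C; fluor ex450/em510.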
# DNA Pol III inh = DNA polymerase III holoenzyme inhibition; reconstituted DNA polymerase III holoenzyme replication, biochemical; Potency, µM (top dose mostly 57.1 µM), without a hit: at the top dose activity change, negative = inhibition; 71,000 compounds, 0.25% hits; also: potency is read from the fitted curve at half-maximal effect; % is scaled to controls: 0 for no effect and ±100 for the full control effect
#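 Reconstituted *E. coli* holoenzyme (0.35 nM Pol III, 1 nM beta, 154 nM SSB, 2 nM primase) was preincubated with compound for 15 min at RT. Synthesis on 1.4 nM ssM13Gori ran 35 min, then was stopped with PicoGreen/EDTA and read as dsDNA fluorescence.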
# ALOX15 inhib = blocks human 15-lipoxygenase activity. purified 15hLO-1, xylenol orange hydroperoxide absorbance. Potency, µM (titrated, usually from 57.1 µM), inactives show at the highest dose activity change, negative = inhibition, hits mostly inhibitors. 74,000 compounds, 1.4% hits; also: potency is read from the fitted curve at half-maximal effect; % is scaled to controls: 0 for no effect and ±100 for the full control effect; nearly all actives have a fitted effect of over 55% in size
# Target sequence (P16050 whole entry, looked up): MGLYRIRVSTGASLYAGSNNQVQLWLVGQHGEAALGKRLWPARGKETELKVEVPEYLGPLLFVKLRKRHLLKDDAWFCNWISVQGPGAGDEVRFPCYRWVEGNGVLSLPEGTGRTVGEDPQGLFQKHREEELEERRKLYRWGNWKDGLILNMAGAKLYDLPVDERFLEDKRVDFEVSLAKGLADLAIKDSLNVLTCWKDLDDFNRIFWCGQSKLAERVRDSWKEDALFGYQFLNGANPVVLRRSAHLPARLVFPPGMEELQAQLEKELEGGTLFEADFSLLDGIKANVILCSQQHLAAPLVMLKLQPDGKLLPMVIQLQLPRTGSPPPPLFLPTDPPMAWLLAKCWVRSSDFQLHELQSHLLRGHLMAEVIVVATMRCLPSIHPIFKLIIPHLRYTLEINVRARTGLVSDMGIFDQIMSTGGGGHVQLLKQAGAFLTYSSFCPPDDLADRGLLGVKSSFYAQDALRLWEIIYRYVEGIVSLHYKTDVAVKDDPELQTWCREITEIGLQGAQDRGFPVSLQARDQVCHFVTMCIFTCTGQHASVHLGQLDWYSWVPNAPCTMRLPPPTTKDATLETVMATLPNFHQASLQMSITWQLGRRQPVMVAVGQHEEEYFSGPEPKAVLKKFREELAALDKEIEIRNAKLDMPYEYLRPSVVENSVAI
#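 Hydroperoxide formed from arachidonic acid (50 uM) by purified human 15hLO-1 (40 nM) oxidizes ferrous iron, and the ferric-xylenol orange complex is read at 573 versus 405 nm. Compounds were preincubated 15 min; reaction ran 6 min at room temperature.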
# ERK AVP inh = vasopressin-driven ERK pathway inhibition | HEK293-V1b, vasopressin-stimulated pERK AlphaScreen | 72,000 compounds, 0.99% hits | Potency, µM (titrated, usually from 57.5 µM), for inactives: top-dose activity, negative = inhibition, usual class: inhibitors; also: potency is read from the fitted curve at half-maximal effect; % is scaled to controls: 0 for no effect and ±100 for the full control effect; nearly all actives have a fitted effect of over 55% in size
#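 V1b-HEK293 cells; cpd 30 min 37C; 25 nM vasopressin 5 min; lyse 10 min; AlphaScreen beads 5 hr RT. Normalized to DMSO basal and 25 nM vasopressin; AC50 by Hill fit.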
# CRE Fsk mod = alters forskolin-stimulated CRE reporter signaling in CHO cells; Potency, µM (highest dose often 38.2 µM), for inactives: top-dose activity change, negative = inhibition, hits mostly activators; 71,000 compounds, 2.5% hits; CHO CRE-bla reporter (cAMP response element driving beta-lactamase), forskolin EC10, beta-lactamase ratio; active = well fitted activation curve with a large enough effect in the signal ratio, with a control signal flat, not every such curve was filed as active; inconclusive = small, poorly fitted or top-dose-only effect, or effect the other way, or a change in a side signal; the % refers to the signal ratio; also: potency is read from the fitted curve at half-maximal effect; % of control where 0% means no effect
#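 AC50 values, positive or negative, reflect shifts in EC10 NKH 477-induced CRE-bla reporter activity in CHO cells. Incubation lasted 3 h at 37 °C before CCF4 substrate (2 h, room temperature) and ratiometric 460/530 nm reading.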
# Texas Red fluor = compound fluoresces in the Texas Red spectral region; 59,000 compounds, 0.06% hits; max dye-equivalent concentration, M; Compound fluorescence, Texas Red channel, 547/618 nm; active compounds read high; in the data active = max dye-equivalent concentration above about 10 nM; inconclusive = between about 1.1 nM and that limit
#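 Compound fluorescence was read after 15 min at room temperature in 100 mM Tris, pH 8.0, using 547 nm excitation and 618 nm emission across a concentration series. It was expressed as Texas Red dye-equivalent concentration from an on-plate standard curve.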
# * marks the source's active call; other numbers are inactive results; i = inactive; ? = inconclusive; · = not tested or not shown; [ ] = remark or other dose. Unless noted, calls follow the shape of the dose curve; as a rule, active = well fitted curve in the direction sought with a large enough effect; inconclusive = small, poorly fitted or top-dose-only effect, or another doubt; inactive = no such curve, though single readings can be large; an effect the other way counts as inactive or inconclusive. These rows are one share of the data; count on the stated rates, not on these rows.
SMILES,Luciferase inh,HADH2 inhib,HBB splice mod,Rhodamine autofl,Hsp90 Hop PPI,Tau filament bind,DNA Pol III inh,ALOX15 inhib,ERK AVP inh,CRE Fsk mod,Texas Red fluor
CCOC(=O)c1c(NC(=O)c2nn(CC)cc2Br)c(C#N)cn1-c1ccccc1,0.2%,?,-0.1%,i,2.0%,47.3%,1.3%,-9.2%,-29.7%,2.51µM*,i
COc1ccc2[nH]c(=O)c(CN(C(=O)c3ccncc3)C(C)(C)C)cc2c1,1.5%,5.7%,-0.2%[0.369 µM],i,-4.8%,-6.0%,-4.5%,-6.4%,-24.6%,?,i
O=C(c1ccccc1)c1nnc(-c2ccncc2)o1,?,-9.2%,0.5%,i,-4.6%,-12.3%,-0.1%,3.4%,-13.6%,?,i
COc1ccc(CCNC(=O)CSc2nc(N)c3c(C)c(C)oc3n2)cc1OC,1.6%,10.8%,-0.3%,i,-2.8%,-5.5%,-0.4%,0.9%,-5.1%,?,?
COC(=O)c1cccc(NC(=O)CSc2nnnn2C)c1,0.8%,-0.8%,-0.1%,i,-1.7%,10.8%,-3.1%,-2.0%,3.0%,-5.5%,?
COc1ccc(Oc2ncc3nc(C)c(=O)n(-c4ccccc4)c3n2)cc1,-1.3%[11.4 µM],16.4%,0.2%,i,-3.1%,-9.8%,-8.9%,0.0%,-0.3%,3.9%,i
CN1CCN(C(=O)c2cccc(COc3cc(Cl)ccc3Cl)c2)CC1,-4.6%,10.2%,-0.8%,i,-4.9%,7.8%,-1.8%,-8.1%,-11.1%,?,i
CN(Cc1cccs1)C(=O)COc1cccc(-n2cnnn2)c1,1.0%,1.8%,-1.6%,i,-1.8%,10.3%,-3.0%,-0.8%,-9.2%,-2.6%,?
Fc1ccc(-c2nnc(NC3=NCCCCC3)o2)cc1,2.51µM*,-0.9%,-0.8%,i,0.4%,0.0%,2.2%,-3.1%,-16.1%,-0.6%,i
O=c1ccc(S(=O)(=O)N2CCC(Cc3ccccc3)CC2)c[nH]1,2.1%,8.1%,2.0%,i,-3.8%,2.7%,1.1%,0.6%,14.0%,?,i
Cc1cc(C)cc(N2CCCn3c2nc2c3c(=O)n(CC(=O)OCc3ccccc3)c(=O)n2C)c1,1.3%,-22.9%,4.4%[0.369 µM],i,3.3%,10.5%,-9.9%,3.7%,-16.4%,-7.0%,i
Cc1ccc(C2Nc3ccccc3C(=O)N2Cc2ccco2)cc1 (stereo not given),-3.8%,134.1%[activator],-2.3%[57.5 µM],i,-6.3%,-14.2%,-7.0%,?,?,-9.7%,i
C=CCc1cccc2cc(C(=O)N(C)C)c(=O)oc12,2.2%,-13.9%[11.4 µM],-3.0%[0.0738 µM],·,-2.3%[11 µM],2.2%[11.4 µM],-5.7%[11.4 µM],10.5%[11.4 µM],5.8%,?,·
O=C(NCc1ccccc1F)C1CCCN(C(=O)NC2CCCCC2)C1 (stereo not given),2.4%,5.4%,·,i,-1.1%,8.4%,-1.9%,-1.7%,-9.6%,-1.6%,?
Cc1cc(NC(=O)CCc2ccc(C)o2)no1,0.2%,2.5%,0.7%,i,-1.4%,12.3%,2.8%,4.2%,-2.1%,5.1%,i
O=c1[nH]c(=O)n([C@H]2C[C@H](O)[C@@H](CO)O2)cc1Br,·,6.3%,-1.3%,·,-2.2%,-4.2%,-1.0%,5.5%,-10.0%,13.0%,·
O=C(O)CC[C@@H](NC(=O)c1ccccc1C(=O)O)C(=O)O,-0.8%,-25.3%,1.5%,i,-9.4%,0.0%,7.2%,4.2%,42.2%[activator],-4.6%,i
CCOC(=O)c1sc(NC(=O)CCN2CCOCC2)c(C(=O)OCC)c1C,-6.4%,2.4%,0.4%[57.5 µM],i,0.6%,7.7%,-4.7%,8.2%,8.5%,7.4%,i
COc1ccc2nc(C)cc(N3CCOCC3)c2c1,-2.0%,5.5%,-0.3%,i,-1.4%,-16.5%,-4.2%,-4.9%,-13.2%,10.1%,i
CS(=O)(=O)Nn1cnc2ccccc2c1=O,-1.7%,0.9%,-0.5%,i,0.4%,-6.1%,-3.7%,2.9%,1.6%,0.5%,i
COc1ccc2ccc(Oc3ncccn3)cc2c1,-0.4%,-12.6%,-0.1%[57.5 µM],i,2.7%,-0.6%,5.2%,1.9%,4.4%,11.5%,?
CC1CCCCN1S(=O)(=O)c1cccc2cccnc12 (stereo not given),2.5%,-0.5%,-1.7%,·,2.6%,0.7%,-8.1%,?,·,-9.6%,·
O=C(NCc1ccc(F)cc1)c1c(O)c2cccc3c2n(c1=O)CCC3,1.8%,-7.5%,0.5%,i,-1.4%,-6.6%,-0.4%,-7.9%,19.3%,7.6%,i
COc1ccccc1Nc1nc(N)nc(CSc2nncn2C)n1,1.9%,-11.2%,·,i,-2.0%,3.6%,-0.8%,-0.1%,-27.4%,-2.5%,i
O=C(c1ccccc1)c1cccc(NC(=O)c2ccco2)c1,-21.0%,6.4%,-0.6%[9.22 µM],·,-6.5%,-23.9%,-8.3%,-10.9%,-18.0%,10.5%,·

# 2 entries drawn at random from the list so far, as already listed:
SMILES,Luciferase inh,HADH2 inhib,HBB splice mod,Rhodamine autofl,Hsp90 Hop PPI,Tau filament bind,DNA Pol III inh,ALOX15 inhib,ERK AVP inh,CRE Fsk mod,Texas Red fluor
COc1ccccc1Nc1nc(N)nc(CSc2nncn2C)n1,1.9%,-11.2%,·,i,-2.0%,3.6%,-0.8%,-0.1%,-27.4%,-2.5%,i
COc1ccc2nc(C)cc(N3CCOCC3)c2c1,-2.0%,5.5%,-0.3%,i,-1.4%,-16.5%,-4.2%,-4.9%,-13.2%,10.1%,i

# (next part)
SMILES,Luciferase inh,HADH2 inhib,HBB splice mod,Rhodamine autofl,Hsp90 Hop PPI,Tau filament bind,DNA Pol III inh,ALOX15 inhib,ERK AVP inh,CRE Fsk mod,Texas Red fluor
Cc1sc2ncn3ncnc3c2c1C,-35.4%,2.9%,1.3%,i,-0.7%,-15.2%,-2.3%,3.2%,-29.8%,-18.9%,i
CCN1C(=O)/C(=C2/C=CC=CN2C)OC1=S,1.3%,?,-4.7%[0.0738 µM],·,-6.1%[11 µM],4.5%[11.4 µM],-0.7%[11.4 µM],-2.7%[11.4 µM],-10.4%,?,·
O=NN(Cc1ccc(Cl)cc1)[C@@H](C(=O)O)c1ccccc1,3.0%[11.4 µM],2.7%[11.4 µM],2.2%[9.22 µM],i,-4.7%[11 µM],3.4%[11.4 µM],-10.3%[11.4 µM],1.9%[11.4 µM],1.3%[11.5 µM],4.3%[7.6 µM],i
O=C(O)CCC(=O)N(Cc1ccco1)c1nc(-c2ccccc2)cs1,-1.2%,-3.2%,·,i,-6.6%,7.0%,-4.2%,-2.5%,-26.9%,4.8%,i
Cc1ccnc(NC(=O)C2CCN(S(=O)(=O)c3cccc4nsnc34)CC2)c1,3.3%,5.2%,-1.4%,i,-10.9%,-85.8%,-5.2%,-3.8%,3.8%,?,i
O=C(O)C1CCCCC1C(=O)Nc1ccccc1F (stereo not given),2.5%,0.1%,2.8%,i,-3.8%,-6.4%,2.6%,10.3%,-4.6%,?,i
Cc1ncoc1C(=O)Nc1ccc(Oc2ccccc2)cc1,-24.2%,-17.5%,1.0%[1.84 µM],i,-0.9%,-6.9%,0.6%,2.2%,-13.0%,11.9%,i
COc1ccc2nc3oc(C(=O)N4CCCCC4)cc3cc2c1,12.6µM*,?,0.7%,i,4.0%,-16.2%,-0.7%,-6.5%,8.3%,?,i
O=S(=O)(c1ccc(F)c(Cl)c1)N1CCCC1,2.0%,-2.0%,0.3%,i,-0.9%,2.7%,-1.7%,2.4%,-2.8%,-9.0%,?
O=S(=O)(N1CCCCC1)N1CCN(S(=O)(=O)N2CCCCC2)CC1,4.3%,3.6%,2.1%,i,-6.2%,0.2%,1.8%,9.9%,0.4%,-2.1%,i
O=C(NCc1ccco1)C1CC(=O)N(c2ccc(F)cc2)C1 (stereo not given),2.6%,5.1%,0.2%,i,-2.5%,6.7%,-5.2%,4.8%,-10.4%,-1.4%,i
